# Screening results (PubChem)
# GLP1R cytotox: cytotoxicity counter-screen for GLP-1 receptor inverse agonists | HEK293 cAMP-luciferase reporter cells, luminescence, 24 h | Potency, µM (top dose mostly 38.3 µM), for the others: at the highest dose activity change, negative = inhibition, actives largely listed as inhibitors | 410,000 compounds, 0.13% hits;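 also: loss of luciferase light is scored as toxicity; potency is read from the fitted curve at half-maximal effect; % is scaled to controls: 0 for no effect and ±100 for the full control effect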
#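 MLSMR compounds, 24 hr on cells at 37 deg C/5% CO2; luminescence after luciferase reagent (12 min RT). Inhibition counted as the undesired cytotoxic outcome.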
# GLP-1R inv ag: inverse agonists of human GLP-1 receptor; HEK293 GLP-1R CRE-luciferase, luminescence, 24 h; GLP-1R form is constitutively active; Potency, µM (highest dose often 38.3 µM), for inactives: top-dose activity change, negative = inhibition, hits mostly inhibitors; 410,000 compounds, 1.6% hits; P43220; also: potency is read from the fitted curve at half-maximal effect; % is scaled to controls: 0 for no effect and ±100 for the full control effect; nearly all actives have a fitted effect of over 55% in size
# Target sequence (P43220 whole entry, looked up): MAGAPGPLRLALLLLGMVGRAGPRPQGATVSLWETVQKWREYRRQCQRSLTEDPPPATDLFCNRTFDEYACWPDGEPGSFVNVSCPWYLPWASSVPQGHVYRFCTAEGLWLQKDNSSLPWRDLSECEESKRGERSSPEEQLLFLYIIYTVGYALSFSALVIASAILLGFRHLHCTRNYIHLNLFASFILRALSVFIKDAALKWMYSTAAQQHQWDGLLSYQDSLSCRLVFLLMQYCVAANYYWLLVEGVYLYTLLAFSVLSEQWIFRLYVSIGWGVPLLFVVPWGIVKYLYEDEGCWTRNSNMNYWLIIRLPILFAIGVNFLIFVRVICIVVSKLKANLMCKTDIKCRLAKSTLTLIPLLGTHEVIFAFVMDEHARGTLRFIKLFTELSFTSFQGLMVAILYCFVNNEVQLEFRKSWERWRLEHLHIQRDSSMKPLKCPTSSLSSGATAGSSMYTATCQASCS
#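 Using stably transfected HEK293 (constitutively active GLP-1R, cAMP-luciferase reporter), compounds were incubated 24 hr and luciferase measured by luminescence.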
# KB-V1 cytotox: kills drug-selected multidrug resistant KB-V1 cells; Potency, µM (top dose mostly 46.1 µM), for inactives: at the highest dose activity change, negative = cytotoxicity, most hits filed as cytotoxic; 400,000 compounds, 3.4% hits; KB-V1 MDR cells viability, CellTiter-Glo, 72 h; also: potency is read from the fitted curve at half-maximal effect; % is scaled to controls: 0 for no effect and ±100 for the full control effect; nearly all actives have a fitted effect of over 60% in size
#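 qHTS viability screen in drug-selected KB-V1 MDR cells: 72 h compound treatment at 37 degrees C, ATP luminescence end point.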
# PTHR1 agonist: agonists of human PTHR1 parathyroid hormone receptor | HEK293 GP2 PTHR1 cells, GloSensor cAMP luminescence, 1 h | Q03431 | 410,000 compounds, 0.075% hits | Potency, µM (series often up to 115 µM), for the others: top-dose activation, actives largely listed as activators; also: potency is read from the fitted curve at half-maximal effect; nearly all actives have a fitted effect of over 55% in size; some results filed as inactive show a strong effect at the top dose; inactives centre near -15; many of its hits are not listed in these tables
# Target sequence (Q03431 whole entry, looked up): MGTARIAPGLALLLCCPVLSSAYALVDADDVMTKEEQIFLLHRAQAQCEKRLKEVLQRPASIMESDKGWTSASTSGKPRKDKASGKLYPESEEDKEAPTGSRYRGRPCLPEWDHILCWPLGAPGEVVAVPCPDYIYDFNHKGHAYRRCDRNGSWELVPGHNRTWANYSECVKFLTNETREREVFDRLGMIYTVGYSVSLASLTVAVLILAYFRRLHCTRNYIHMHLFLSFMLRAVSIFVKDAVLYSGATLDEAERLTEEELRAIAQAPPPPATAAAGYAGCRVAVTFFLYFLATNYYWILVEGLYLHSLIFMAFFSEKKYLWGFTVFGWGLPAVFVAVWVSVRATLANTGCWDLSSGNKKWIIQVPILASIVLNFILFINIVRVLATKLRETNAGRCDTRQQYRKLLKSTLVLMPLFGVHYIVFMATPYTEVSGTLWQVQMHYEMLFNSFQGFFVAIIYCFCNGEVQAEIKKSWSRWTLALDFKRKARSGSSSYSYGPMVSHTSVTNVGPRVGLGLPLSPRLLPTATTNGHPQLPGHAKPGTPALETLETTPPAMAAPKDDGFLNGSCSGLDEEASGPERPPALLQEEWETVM
#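 HEK-293-derived GP2 cells expressing PTHR1 and a GloSensor cAMP reporter, 3,000/well, plated overnight, given luciferin plus IBMX (each 0.5 mM as added) for 1 h at 37 °C, then compound for 1 h at 37 °C. Luminescence was read after 15 min at room temperature.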
# GLP-1R agonist: GLP-1 receptor (human) agonism; P43220; HEK293 GLP-1R CRE-luciferase, luminescence, 4-6 h; cells express a hypersensitive GLP-1R form; 380,000 compounds, 0.007% hits; Potency, µM (series often up to 45.6 µM), for inactives: at the highest dose activation, actives largely listed as activators; also: potency is read from the fitted curve at half-maximal effect; % of control where 0% means no effect
# aSyn rescue: inhibitors of alpha-synuclein toxicity in yeast. Yeast expressing alpha-synuclein, growth rescue, BacTiter-Glo, 24 h. Potency, µM (series often up to 46.1 µM), for the others: at the highest dose growth rescue (activation), most hits filed as activators. 370,000 compounds, 0.14% hits. AID 652106; also: potency is read from the fitted curve at half-maximal effect; % of control where 0% means no effect; nearly all actives have a fitted effect of over 65% in size
#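 Galactose-induced alpha-syn yeast (OD600=0.02, raffinose-pregrown) + pinned cpd, 24 hr, 30 deg C; growth by BacTiter-Glo luminescence. Growth restoration scores as activation.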
# DRD3 antagonist: D3 dopamine receptor (human) antagonism; D3R cells, DiscoveRx beta-arrestin luminescence, antagonist mode; hits give low values; max response, negative = inhibition, %; 360,000 compounds, 2.5% hits; AID 652054; in the data active = max response below about -50%; inconclusive = no clear call, values can overlap the other calls; also: % is scaled to controls: 0 for no effect and ±100 for the full control effect; mostly tested at two doses, the higher about 12 µM
#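 Cells expressing the human receptor were seeded at 1500 cells/well, incubated overnight at 37 degrees C in 5% CO2, then exposed to library compounds with dopamine controls for 90 minutes at 37 degrees C before luminescent detection.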
# D3 ag: agonists of human D3 dopamine receptor; AID 652048; max activation, %; P35462; 410,000 compounds, 0.58% hits; D3R DiscoveRx beta-arrestin cells, luminescence, 90 min; in the data active = max activation above about 30%; also: 0% is about no effect; mostly tested at two doses, the higher about 12 µM
#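 Cells at 1500/well, incubated overnight, then treated with pinned compounds (dopamine as control) for 90 min at 37 degrees C. DiscoveRx reagent added for 30 - 60 minutes at room temperature; luminescence read.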
# TDP43 rescue: TDP-43 toxicity inhibition in yeast. TDP-43 expressing yeast growth rescue, BacTiter-Glo, 24 h. Potency, µM (doses to about 46.1 µM), inactives show at the highest dose growth rescue (activation), actives largely listed as activators. 410,000 compounds, 1.8% hits; also: potency is read from the fitted curve at half-maximal effect; % of control where 0% means no effect; nearly all actives have a fitted effect of over 50% in size
#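 Growth rescue of TDP-43-toxic yeast measured as ATP luminescence (BacTiter-Glo). Cells grown to mid-log in raffinose, induced in galactose at OD600=0.02, exposed to compound 24 hr at 30 deg C.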
# Numbers without * were called inactive; i = inactive; ? = inconclusive; nt = no result given; [ ] = another dose, or the depositor's remark. Unless noted, calls follow the shape of the dose curve; as a rule, active = well fitted curve in the direction sought with a large enough effect; inconclusive = small, poorly fitted or top-dose-only effect, or another doubt; inactive = no such curve, though single readings can be large; an effect the other way counts as inactive or inconclusive. These rows are one share of the data. The share of hits here may be higher or lower than overall.
SMILES,GLP1R cytotox,GLP-1R inv ag,KB-V1 cytotox,PTHR1 agonist,GLP-1R agonist,aSyn rescue,DRD3 antagonist,D3 ag,TDP43 rescue
O=C(Nc1ccc(Cl)cc1)c1ccc2snnc2c1,7%,?,-8%,-52%[inhibitor],3%,-10%,3,3,20%
COc1cccc(NC(=O)COC(=O)c2cccnc2)c1,-11%,-7%,1%,i,-12%,-1%,8,3,?
CC(=O)Nc1ccc(C(=O)NNS(=O)(=O)c2ccc(C)cc2)cc1,-4%,5%,29%,-9%,12%,0%,6,-1,-15%
CC(/C=C/c1ccc2c(c1)OCO2)=N\NC(=O)COc1ccccc1C,-19%,0%,?,-90%[inhibitor][57.5 µM],-9%,0%,0,2,20%
COc1cc(/C=N/NC(=O)C(=O)NCc2cccnc2)ccc1O,9%,14%,7%,-5%,-2%,-2%,20,-3,-22%
CC(NC(=O)C1CCN(C(=O)c2ccc(F)cc2)CC1)c1ccc(-n2ccnc2)cc1 (stereo not drawn),-2%,-4%,?,-12%,8%,-4%,-12,-7,13%
CSc1ccc(CN2CCN(CCC(C)C)C(CCO)C2)cc1 (stereo not drawn),1%,-16%,15%,i,-1%,6%,-7,-14,13%
COC(=O)[C@@]12CCCN1[C@H](c1ccc(-c3ccc(C(C)=O)cc3)c(OC)c1)[C@H]1C(=O)N(C)C(=O)[C@H]12,8%,31%,-2%,i,0%,1%,24,4,25%
CCN(c1ccc(NC(=O)COC(=O)c2ccc(C)s2)cc1)C(C)C,-5%,?,22%,-45%[inhibitor],-2%,1%,-11,4,-14%
Cc1cccc(C)c1NC(=O)Cn1nnc(-c2ccc(CN3CCC(C)CC3)cc2)n1,-19%,-3%,?,i,0%,-5%,-25,-35,4%
O=C(/C=C/c1ccccc1)Nn1cnnc1,2%,0%,18%,i,-9%,0%,-16,8,0%
CC(C)CC(=O)N1CCN(S(=O)(=O)c2ccc(C3CCCCC3)cc2)CC1,1%,-12%,?,-40%[inhibitor],6%,-1%,-6,1,13%
COc1ccccc1C(=O)OCCc1ccccc1,10%,?,?,-43%[inhibitor],20%,9%,-6,-6,-1%
CC1(C)C(=O)C2(C(=O)NCc3ccccc3)CCC1C2 (stereo not drawn),-7%,12%,5%,i,-4%,4%,12,3,3%
COc1ccc2c(CC(=O)NCC3CCC(C(=O)O)CC3)cc(=O)oc2c1 (stereo not drawn),-3%,11%,19%,13%[57.5 µM],-16%,3%,18,0,-9%
O=C(C(=O)N1CCCN(Cc2ccc(F)cc2)CC1)c1ccccc1,-4%,-23%,?,-49%[inhibitor],nt,-2%,1,-15,22%
CCOc1ccc2nc(Cl)c(C3CC(c4ccccc4)=NN3C(=O)CCC(=O)O)cc2c1 (stereo not drawn),0%,-4%,2%,i,nt,nt,nt,6,19%
Cc1ccc2nc(C)c(C(=O)NN=C3CCN(C)CC3)n2c1,?,-25%,-2%,i,9%,0%,-3,-2,13%
CC(NC(=O)NCCCC(=O)O)(C(F)(F)F)C(F)(F)F,-7%,5%,15%,i,-3%,-4%,2,0,7%
O=C(O)/C=C/C(=O)NNC(=O)c1ccc(Cl)cc1Cl,11%,10%,0%,-20%,4%,8%,-15,3,?
O=C(N/N=C/c1cc2ccccc2nc1Cl)/C(=C/c1cccs1)NC(=O)c1ccccc1,?,-17%,-18%,-5%[57.5 µM],1%,5%,19,-2,?
CC(=O)Nc1ccc(NC(=O)C2CCCN2C(=O)Nc2cccc(F)c2)cc1 (stereo not drawn),5%,39%[activator],20%,3%,7%,-4%,-3,-1,-19%
COc1ccc(C(C(=O)NC2CCCC2)N(Cc2ccccc2)C(=O)c2nsc(Cl)c2Cl)cc1 (stereo not drawn),-20%,?,-16%,-14%[57.5 µM],-2%,0%,0,-7,3%
Cc1ccccc1NS(=O)(=O)c1csc(C(N)=O)c1,-11%,?,-3%,-23%,0%,7%,7,4,8%
CCCNC(=O)N1CCN(S(=O)(=O)c2ccc(C)c(C)c2)CC1,-5%,6%,?,i,14%,-3%,?,-12,-16%
CC(C)CNC(=O)/C=C/C=C/c1ccc2c(c1)OCO2,2%,0%,-15%,-7%,0%,-4%,-10,-15,?
N#Cc1c(Nc2ccccc2)c(/C=N/NCCO)c[nH]c1=O,4%,1%,7%,-1%,8%,5%,7,-2,-8%
O=C(NCCCCc1ccccc1)c1nn(-c2ccccc2F)nc1CO,-20%,-26%,nt,-1%,nt,nt,nt,2,?
COc1ccc(C(=O)Nc2ccccc2N2CCOCC2)cc1Br,5%,?,-11%,-21%,13%,11%,31,1,24%
CN(C(=O)c1ccc(NC(=O)Cc2ccc(NC(=O)C3CCCN(C(=O)c4ccccc4)C3)cc2)cc1)C1CCCC1 (stereo not drawn),-4%,-10%,6%,-21%,0%,2%,2,7,5%
COc1ccccc1C1NC(=O)NC(C)=C1C(=O)OC1CCCCC1 (stereo not drawn),2%,-7%,3%,-24%,5%,0%,-22,4,14%
O=C(Nc1ccc(C(=O)N2CCCCC2)cc1)[C@H]1O[C@@H](n2ccc(=O)[nH]c2=O)[C@H](O)[C@@H]1O,4%,23%,-14%,-11%,0%,1%,0,2,9%
COC(=O)CCc1c(C)c(C(=O)c2ccco2)c2ccccn12,-9%,-1%,0%,i,21%,-4%,-13,-2,-4%
c1coc(CNc2nc3ccccc3n2CCN2CCOCC2)c1,2%,9%,?,-6%[57.5 µM],0%,-3%,-6,-6,-6%
Cc1cc(Oc2ccc(=O)n(C)n2)nc(SCC(N)=O)n1,-6%,-23%,?,-27%,-5%,-1%,1,5,23%
Clc1ccc(-c2cn3c(n2)CCC3)cc1,-1%,-1%,?,-35%[inhibitor],10%,-21%,18,1,-7%
COc1ccc(Cc2noc(CN(C)CC(O)c3ccccc3)n2)cc1OC (stereo not drawn),-4%,-1%,-6%,i,8%,0%,0,-3,-3%
CCCCN(CCCC)C(=O)C1CC=CCC1C(=O)O (stereo not drawn),8%[7.66 µM],-4%[7.66 µM],12%,i,0%,6%,0,-5,21%[9.22 µM]
O=C1CC(N2CCN(S(=O)(=O)c3ccc(Cl)cc3)CC2)C(=O)N1CCc1ccccc1 (stereo not drawn),5%,-22%,?,9%[57.5 µM],-1%,?,4,-2,-26%
CCOC(=O)c1cnc2ccc(Cl)cc2c1Nc1ccc(OCC)cc1,2%,?,-8%,-13%,nt,nt,nt,4,24%

# In a second layout: 3 of the compounds above.
canonical_smiles	GLP1R cytotox	GLP-1R inv ag	KB-V1 cytotox	PTHR1 agonist	GLP-1R agonist	aSyn rescue	DRD3 antagonist	D3 ag	TDP43 rescue
COc1ccc(C(=O)Nc2ccccc2N2CCOCC2)cc1Br	5%	?	-11%	-21%	13%	11%	31	1	24%
CC(C)CNC(=O)/C=C/C=C/c1ccc2c(c1)OCO2	2%	0%	-15%	-7%	0%	-4%	-10	-15	?
O=C(NCCCCc1ccccc1)c1nn(-c2ccccc2F)nc1CO	-20%	-26%	nt	-1%	nt	nt	nt	2	?

# Further entries:
SMILES,GLP1R cytotox,GLP-1R inv ag,KB-V1 cytotox,PTHR1 agonist,GLP-1R agonist,aSyn rescue,DRD3 antagonist,D3 ag,TDP43 rescue
c1cn2c(-c3ccoc3)cncc2n1,0%,9%,1%,-19%,-6%,1%,23,0,19%
O=C(Nc1cccc(Cl)c1)c1ccc(Cn2cc(Cl)cn2)cc1,-3%,-12%,?,-14%,16%,-8%,0,1,12%
CCCn1c(SCC(=O)Nc2nc(C)cs2)nnc1-c1cccnc1,16%,7%,4%,16%,3%,-2%,4,3,7%
O=C(CCNS(=O)(=O)c1ccccc1)N1CCCC1,-7%,17%,1%,i,0%,-2%,5,-1,-5%
Cc1cccc(NC(=S)N(CCCN2CCOCC2)C(C)c2cc3ccccc3o2)c1C (stereo not drawn),-4%,?,-8%,-27%,2%,3%,?,-17,16%
CCOC(=O)C1CCCN(C(=O)c2ccc3c(c2)OCO3)C1 (stereo not drawn),22%,3%,5%,i,1%,-3%,8,1,6%
Cc1ccc2[nH]c(CSc3nnc(NC(=O)c4ccccc4F)s3)cc(=O)c2c1,23%,14%,-6%,-35%[inhibitor],nt,nt,nt,-8,7%
Oc1c(Br)cc(/C=N/NC(=S)NCC2CCCO2)cc1Br (stereo not drawn),8%,5%,-7%,-8%,-1%,7%,7,4,21%
Cc1ccc2cc3c(=O)n(C)cc(C=O)c3nc2c1,-8%,15%,15%,-62%[inhibitor],-2%,-4%,2,6,-15%
CCc1ccc2[nH]c(=O)c(C(c3nnnn3CC3CCCO3)N3CCCc4ccccc43)cc2c1 (stereo not drawn),1%,-3%,?,-14%,-6%,4%,8,38*,-9%
Cc1onc(-c2ccccc2Cl)c1C(=O)NCCN1Cc2ccccc2C1=O,-2%,-10%,-8%,i,-1%,1%,7,-3,-9%
COC(=O)[C@@]12C[C@@H](CC(=O)NCCCCc3ccccc3)C(=O)N(Cc3cccc4ccccc34)C1=CCC(C)(C)C2,-15%,?,18µM*,i,nt,-9%,-2,2,28%
COc1ccc(C(=O)CSc2nc(=O)n(Cc3cccnc3)c3c2CCC3)cc1,-19%,7%,15µM*,-23%,17%,2%,25,4,0%
CCOc1ccc(OCCSc2nc3ccccc3[nH]2)cc1,2%,?,?,-10%[57.5 µM],14%,-49%[inhibitor],-13,2,24%
O=C(CCn1cccc1)Nc1nccs1,-6%,5%,13%,i,0%,3%,5,-2,-7%
O=C(CN(Cc1ccc(F)cc1)C(=O)c1csnn1)NCc1ccc2c(c1)OCO2,9%,-6%,?,i,10%,-3%,-5,0,-5%
O=C(c1ccco1)N(CCC(c1ccccc1)c1ccco1)Cc1ccccc1 (stereo not drawn),1%,?,-14%,-29%,26%,16%,-8,-9,-20%[0.397 µM]
CCOC(=O)c1ccc(S(=O)(=O)N2CCN(C(=O)c3nn(C)c(=O)c4ccccc34)CC2)cc1,1%,7%,-48%,-1%,0%,0%,7,1,1%
